LDHA block: qHTS assay for inhibitors of human lactate dehydrogenase; purified LDHA, NADH/diaphorase-resazurin fluorescence; hits give low values; activity change, % (values are at about 110 or 230 µM); hit rate 0.15% among 480,000; in the data active = activity change below about -30%;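 also: plate controls were DMSO wells for no effect and wells without enzyme for full effect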
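Remaining NADH was detected by diaphorase (0.133 mg/mL) converting 37 µM resazurin to fluorescent resorufin, read at 0 and 20 minutes. The preceding 5-minute room-temperature reaction used 2 nM LDHA, 0.2 mM sodium pyruvate and 0.06 mM NADH at pH 7.4.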
Numbers without * were called inactive. Some of the compounds tested; rates above refer to the full screens.

compound,LDHA block
CCN(Cc1nc(-c2ccc(OC)c(OC)c2)no1)C(=O)Nc1cccc2ccccc12,4.4
CCCCCCC(=O)Nc1ccc(C)cc1C,5.2
O=S(=O)(c1ccc(Cl)s1)N1CCOc2ccc(COCc3ccccc3)cc2C1,23.1
O=C(Nc1ccc(-c2nc3ccccc3[nH]2)cc1)c1ccc(-c2ccccc2)cc1,-5.5
O=C(COC(=O)c1ccc(N2CCCC2=O)cc1)c1ccc2c(c1)CCC2,-14.9
NCc1ccc(COc2ccccc2)cc1,0.0
Cc1cc(C(C)(C)C)ccc1OCC(O)Cn1nc(-c2cccs2)oc1=O (configuration not stated),2.3
CSc1ccc(CN(C)CC(=O)NC(=O)NCc2ccco2)cc1,4.1
CCS(=O)(=O)Nc1ccc(N2CCCC(CN3CCCC3)C2)c(C(=O)O)c1 (configuration not stated),3.5
O=C(Nc1c(NCc2ccccc2)c2ccccc2oc1=O)c1ccccc1Br,-2.3
CC(NS(=O)(=O)c1ccc(F)cc1F)C(=O)N1CCCC1 (configuration not stated),4.0
Cc1cccc(NC(=O)C(C)OC(=O)c2cc[n+]([O-])cc2)c1 (configuration not stated),10.8
O=C(NCC1(c2ccccc2)CC1)c1cc(=O)c2ccccc2o1,1.6
Cc1cc(C)cc(C(=O)NCCn2nc(-c3ccc(F)cc3)ccc2=O)c1,-1.2
CSc1cccc(NC(=O)CCc2ncc(-c3ccccc3)o2)c1,3.3
CC1(C)CC(=O)C2=C(C1)OC1=C(C(=O)CC(C)(C)C1)C2c1ccccc1C(F)(F)F,-1.6
CC(Sc1cccc2cccnc12)C(=O)NC(=O)NC(C)(C)C (configuration not stated),1.0
Oc1ccc(-n2nnnc2SCc2ncc(-c3ccccc3)o2)cc1,11.5
CC(C)=CC(=O)OC(C)C(=O)Nc1ccc(N2CCOCC2)cc1 (configuration not stated),-0.6
Cc1cccc(C)c1NC(=O)CSc1nc2c(cc1C#N)CCCC2,3.5

Reprinted at random: six records from the list.
compound,LDHA block
CC(NS(=O)(=O)c1ccc(F)cc1F)C(=O)N1CCCC1 (configuration not stated),4.0
Cc1cc(C)cc(C(=O)NCCn2nc(-c3ccc(F)cc3)ccc2=O)c1,-1.2
Cc1cccc(NC(=O)C(C)OC(=O)c2cc[n+]([O-])cc2)c1 (configuration not stated),10.8
CC1(C)CC(=O)C2=C(C1)OC1=C(C(=O)CC(C)(C)C1)C2c1ccccc1C(F)(F)F,-1.6
Oc1ccc(-n2nnnc2SCc2ncc(-c3ccccc3)o2)cc1,11.5
CC(C)=CC(=O)OC(C)C(=O)Nc1ccc(N2CCOCC2)cc1 (configuration not stated),-0.6

Carrying on:
compound,LDHA block
Cc1ccc(NS(=O)(=O)c2c[nH]c3ccc([N+](=O)[O-])cc23)cc1,-6.2
CCCCCOc1ccc(/C=C/C(=O)c2ccc(O)cc2)cc1OC,11.8
COc1cccc(CNC(=O)N2CCN(C(=O)c3ccccc3)CC2)c1,6.1
COc1cccc(N2CCN(C(C(=O)O)c3c[nH]c4ccc(NC(=O)CCC(=O)O)cc34)CC2)c1 (configuration not stated),0.3
c1ccc2c(-c3csc(NC4CC4)n3)c[nH]c2c1,23.7
Cc1nc(C)c(C(=O)C2=C(O)C(=O)N(CCN3CCOCC3)C2c2ccc(Cl)cc2)s1 (configuration not stated),-5.8
O=C(CCc1c[nH]c2ccccc12)Nc1nnc(C2CCCCC2)s1,0.6
CCCNc1c(NC(=O)Nc2ccc(Cl)cc2)c(=O)oc2ccccc12,-5.5
Fc1ccc(-c2nc(CN3CCCC3c3cccs3)co2)cc1 (configuration not stated),1.5
Cc1ccc(S(=O)(=O)N2[C@@H](Cc3ccccc3)CO[C@H]2CC(=O)c2ccc(F)cc2)cc1,-0.2
COc1ccc(OC)c(NC(=O)c2cc(=O)c3ccc(C)cc3o2)c1,-8.6
N#CCC(=O)c1ccc2c(c1)OCO2,10.4
CCNC(=O)N(C)Cc1nc(-c2ccc(C)cc2)no1,-18.0
CN(C)C(=O)CNC(=O)c1cc2sccc2n1Cc1ccccc1,3.6
CCN(CC)S(=O)(=O)c1ccc(-c2csc(-c3ccccc3OC)n2)cc1,1.9
O=C1CC(C(=O)NCc2ccc(C(F)(F)F)cc2)c2ccccc2N1 (configuration not stated),6.5
O=C(Nc1cccc(C(F)(F)F)c1)c1cccc(NC(=O)c2ccc[n+]([O-])c2)c1,-8.2
CCN(C)CC12CC3CC(CC(C3)C1)C2,2.6
COc1cccc(Nc2c(-c3ccc(O)c(OC)c3)nc3ccc(Cl)cn23)c1,3.5
CCCCc1cc(=O)oc2c(C)c3c(cc12)C=CC1(CCCCC1)O3,1.3
O=C(Nc1nnc(-c2ccc(Cl)cc2)o1)C1CCN(S(=O)(=O)c2cc(F)ccc2F)CC1,7.6
Cc1ccccc1C(=O)NCCc1c[nH]c2ccc(Cl)cc12,7.7
CCC(C)(C)C(=O)N1CCC(C(=O)Nc2cc(C)ccn2)CC1,3.4
CCc1nc(NCCCOC)c(C#N)c2c1CCCC2,-1.6
COc1cccc(C2=NS(=O)(=O)N(C)C(C(=O)N3CCN(c4ccc(F)cc4)CC3)=C2)c1,-15.3
Cc1ccc(Nc2nc(N)c(C#N)c(CC#N)c2C#N)c(C)c1,3.4
CCCCCn1nc(C(=O)OCc2ccc(C(=O)OC)cc2)c2ccccc2c1=O,2.9
O=C1NC[C@H](CCCCN2C[C@H](Cc3ccccc3)N(CCc3ccc(O)cc3)C(=O)C2=O)N(CCc2ccccc2)C1=O,-2.1
Cc1ccc(C)c(-c2cc(C(=O)O)c3ccccc3n2)c1,-1.8
Cc1ccc(SC(Sc2ccc(C)cc2)=C(Cl)/C=N/O)cc1,13.0
COc1ccc(/C=C/C(=O)c2ccc(C3CCCCC3)cc2)cc1O,9.6
CCCCCCCOC(=O)c1c(C)oc2ccc(NS(=O)(=O)c3cccs3)cc12,12.7
O=c1ccc2ccc(OS(=O)(=O)c3ccc4c(c3)CCCC4)cc2o1,2.2
CSCCC(=O)NCc1ccccc1F,-0.1
O=C(NC1CCCc2ccccc21)c1cc(-c2ccncc2)nc2ccc(Cl)cc12 (configuration not stated),12.6
C/C=C/Cn1c(SCCc2ccccc2)nc2c1c(=O)[nH]c(=O)n2C,3.0
CC(=O)Nc1ccc(NC(=O)CSC2=C(C#N)C(c3ccccc3F)CC(=O)N2)cc1 (configuration not stated),3.9
CCCC(=O)Nc1ccc(S(=O)(=O)NCCn2nc(-c3ccc(F)cc3)ccc2=O)cc1,-6.6
COc1ccc(OC)c(C(=O)COC(=O)COc2cccc(Cl)c2)c1,8.4
COc1ccc(C(C)(C)C)cc1NC(=O)c1ccc(NC(=O)CC#N)cc1,0.3
CCOC(=O)[C@]12CCCC=C1N(CCc1ccc(OC)c(OC)c1)C(=O)[C@H](CC(=O)NCCc1ccccc1OC)C2,2.0
CCOC(=O)Cc1nnc(SC(C)C(=O)Nc2cc(Cl)ccc2C)n1C (configuration not stated),28.7
CC(C)C(C(=O)Nc1ccc(F)c(F)c1F)c1ccc(Cl)cc1 (configuration not stated),3.1
CC(=O)N(c1cccc(Cl)c1)c1nc(COC(=O)C=C(C)C)cs1,-5.4
O=C(Nc1ccc2ccccc2c1)Nc1nnc(-c2ccc(O)cc2)s1,1.7
COc1ccc(S(=O)(=O)NC2CCN(C(=O)Nc3ccc(Br)cc3F)CC2)cc1,-4.6
Cc1ccc(NC(=O)C2Cc3ccc(C)cc3S2)cc1 (configuration not stated),0.6
CCOc1cccc(NC(=O)c2ccccc2)c1,0.0
CCCCn1nc(C(=O)N2CCC(n3c(=O)[nH]c4ccccc43)CC2)c2ccccc2c1=O,-5.7
COc1ccc(-c2cc(C(=O)N3CCC(C(N)=O)CC3)c3ccccc3n2)cc1OC,-1.1

(list continues)
compound,LDHA block
CCn1c(SCC(=O)Nc2cccc3ccccc23)nc2nc3c(cc2c1=O)COC(C)(C)C3,-14.6
O=C(c1cc(=O)c2ccccc2o1)N(Cc1ccccc1)Cc1ccccc1,-13.1
CC(=O)c1c(OCCC(C)C)ccc2c(C)cc(=O)oc12,1.3
CC(C)(C)NC(=O)NC(=O)CSc1nc2ccccc2[nH]1,0.3
O=C(NC1CCc2ccccc21)c1ccccn1 (configuration not stated),5.0
CCOC(=O)c1cnc2ccccc2c1N1CCCC(CO)C1 (configuration not stated),1.2
CN(Cc1ccccc1)S(=O)(=O)c1ccc(Cl)c(C(=O)Nc2nnc(C3CC3)s2)c1,2.9
Cc1ccc(-c2cnoc2NC(=O)CSc2nc(-c3cccc(Cl)c3)cc(=O)[nH]2)cc1,-2.4
O=C(NCC1(c2ccccc2)CC1)c1cccc(S(=O)(=O)N2CCCCC2)c1,0.6
NC(=O)c1ccc(NC(=O)C2=C(c3ccccc3)SCCO2)cc1,2.8
O=S(=O)(c1ccc(-c2csc(Nc3cccc4ccccc34)n2)cc1)N1CCCCC1,2.7
CCS(=O)(=O)N1CCC(NC(=O)c2ccccc2C(=O)c2ccc(Cl)cc2)CC1,-31.3*
COc1cccc(CNC(=O)[C@@H]2CCCN2C(=O)[C@@H]2CCCN2C(=O)c2cccs2)c1,0.0
COc1cc2ccccc2cc1C(=O)Nc1ccc2oc(-c3cccnc3)nc2c1,6.5
O=C(NCc1ccc(Cl)cc1)OCc1ccccc1,-0.2
CC1(C)CN=C(SCc2ccc(C(C)(C)C)cc2)NC1,-0.8
NC(=O)C1CCN(c2ncc(-c3ccc4c(c3)OCCO4)s2)CC1,-2.8
CN1C(=S)SC(C)(C)C1/[N+]([O-])=C/c1ccccc1 (configuration not stated),2.5
Cc1ccccc1Nc1nc(-c2cc3cc(Br)ccc3oc2=O)cs1,-2.4
CCOCCCNC(=O)C(NC(=O)c1ccc(CC)cc1)C(C)C (configuration not stated),-0.3
O=C(Nc1ccccc1-c1nc(-c2ccco2)no1)c1ccc(Br)o1,-4.2
CC(C)(C)C1CCC(C(=O)NN)CC1 (configuration not stated),-5.1
CC(C)NC(=O)Nc1cccc(-c2noc(-c3cccs3)n2)c1,-0.7
CCc1cccc(C)c1NC(=O)C(CC)CC,6.9
CCc1ccc(-c2nc(SCC(=O)N3CCCC3c3ccc4c(c3)OCCCO4)n[nH]2)cc1 (configuration not stated),6.1
O=S(=O)(NCc1ccc(N2CCCC2)nc1)c1ccc2c(c1)CCCC2,18.0
Cn1cc(C(=O)N2CCN(S(=O)(=O)c3ccccc3F)CC2)c2ccccc21,1.9
O=C1/C(=C\c2cccs2)Sc2ccccc21,-2.8
CC(Oc1ccc(Cl)cc1Cl)C(=O)NC(C)c1ccccc1 (configuration not stated),11.3
O=C(Nc1cccc2cccnc12)c1ccc(N2CCCC2)c([N+](=O)[O-])c1,-2.4
Nc1c(F)cc(F)cc1-c1ccccc1,-0.4
N#C/C(=C\c1ccc(-c2cccc(C(=O)O)c2)o1)C(=O)N1CCOCC1,-16.9
Cc1ccc(-c2cc(C(=O)OCC(=O)NCC(C)C)c3ccccc3n2)o1,2.4
CCOC(=O)c1nc2ccccc2nc1NCCc1ccc(OCC)c(OCC)c1,7.8
CCOC(=O)[C@]12CCCC=C1N(CCC1=CCCCC1)C(=O)[C@H](CC(=O)NCCCN1CCCC1=O)C2,-6.9
Cc1ccc(CN(C)CC(=O)NC(C)c2ccccc2C)o1 (configuration not stated),3.5
O=C(NCc1ccccc1Cl)C1CCCN(c2ncnc3nc[nH]c23)C1 (configuration not stated),8.4
O=C(NCC1CC1)c1cc(-c2ccncc2)nc2ccccc12,-7.6
CC(=O)N1CCN(S(=O)(=O)c2cccc(C(=O)N(C)Cc3ccccc3N3CCCC3)c2)CC1,4.4
Cc1ccc(S(C)(=O)=O)cc1C(=O)Nc1ccccc1N1CCOCC1,-6.8
CC(Nc1nc(-c2ccc(CNC(=O)C(C)(C)C)s2)cs1)c1ccccc1 (configuration not stated),2.6
COc1ccc(CN2C(=O)CSCC2(C)C(=O)NC(C)C)cc1 (configuration not stated),-9.4
Cc1nnc2ccc(SCC(=O)Nc3ccc(Cl)cc3Cl)nn12,-9.5
O=c1[nH]c(-n2cccc2)c(-c2c(-c3cccc(Cl)c3)[nH]c3[nH]c(=O)[nH]c(=O)c23)c(=O)[nH]1,-15.4
O=C(OCc1ccc(Br)cc1)c1ccccc1[N+](=O)[O-],2.6
Cc1oc2cc(OC(=O)c3ccc4c(c3)OCO4)ccc2c(=O)c1-c1ccccc1,-30.3*
CC(C)CC(NC(N)=O)C(=O)NCCc1ccc(C(F)(F)F)cc1 (configuration not stated),0.3
O=C(CCC(=O)c1ccc(Cl)cc1)OC1CCCCC1=O (configuration not stated),-19.9
CCNC(=O)NC(=O)COC(=O)c1cc(-c2ccco2)nc2ccccc12,-5.5
Cc1nc(-c2cccc(N3CC(C(=O)NC4CCCCCC4)CC3=O)c2)no1 (configuration not stated),12.0

Continued:
compound,LDHA block
Cc1ccc2c(CN(C)CCOc3ccccc3)cc(=O)oc2c1,-6.2
O=C(NCc1ccccc1)C(C1CC1)n1c(Cc2cc(F)cc(F)c2)nc2ccccc21 (configuration not stated),-4.5
CN(C(=O)Cn1nc(Cc2ccncc2)c2ccccc2c1=O)c1ccccc1F,-5.2
O=CN1CCN(C(C(=O)O)c2cn(CCC(=O)O)c3cc(Br)ccc23)CC1 (configuration not stated),1.6
CCn1nc(C(=O)Nc2ncc(C)s2)c2ccccc2c1=O,-1.3
Cc1ccc(CNC(=O)NCCNc2ncccn2)cc1,3.8
CC(=O)CC1c2cc(F)ccc2C=C(c2ccsc2)N1c1ccc(C#Cc2cncn2C)cc1 (configuration not stated),-6.3
